14-3-3g Raf = modulators of human 14-3-3 gamma - Raf peptide interaction | inhibition, % at 40 µM | AID 422 | FP, 14-3-3gamma / TMR-pS259-Raf peptide binding | 160,000 compounds, 0.19% hits | P61981; in the data active means inhibition above about 30%;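 further: 0% = protein plus tracer without compound and 100% = blank with tracer alone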
Target sequence (P61981 whole entry, looked up): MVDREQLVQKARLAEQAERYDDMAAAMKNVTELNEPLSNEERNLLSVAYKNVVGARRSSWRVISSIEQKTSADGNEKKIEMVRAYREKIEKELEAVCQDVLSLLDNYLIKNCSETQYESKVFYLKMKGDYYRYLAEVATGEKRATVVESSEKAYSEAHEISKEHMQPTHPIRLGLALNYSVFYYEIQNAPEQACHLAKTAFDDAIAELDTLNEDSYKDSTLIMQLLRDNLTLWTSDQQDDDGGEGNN
Active calls of the source: *; & = joins results of further samples. Not all compounds are listed, so the mix of outcomes need not match the whole.

14-3-3g Raf,structure
6,Cc1ccc(N2CC(C(=O)Nc3ccc(F)cc3)CC2=O)cc1Cl (stereo not drawn)
-5,CCOC(=O)c1c(N)n(-c2ccc(C)cc2C)c2nc3ccccc3nc12
5,COc1ccc(N(CC(=O)NCc2ccccc2)S(=O)(=O)c2c(C)noc2C)cc1
-26,O=C(Nc1cccnc1)c1ccc(-c2cccc([N+](=O)[O-])c2)o1
-20,Cc1cc(NC(=O)COC(=O)c2n[nH]c3ccccc23)no1
-4,CCOC(=O)c1c(C)nc(-c2ccccc2)nc1NC(=O)CC
-8,COc1ccc(-c2cc3nc4c(c(=O)n3[nH]2)CCC4)cc1
10,CCOc1cc(C=Nc2ccc(N3CCOCC3)cc2)ccc1OC(=O)c1ccccc1
3,CC1=C(C(=O)Nc2ccccc2)C(c2ccc3c(c2)OCO3)C2=C(CC(C)(C)CC2=O)N1 (stereo not drawn)
-26,CC1CCCC(NC(=O)C2N(Cc3cccnc3)C(=O)C3C(C(=O)Nc4ccc(Cl)cc4)C4C=CC32O4)C1C (stereo not drawn)
-15,O=C(Nc1sc2c(c1-c1nc3ccccc3s1)CCCC2)c1ccc(S(=O)(=O)N2CCOCC2)cc1
-4,N#Cc1nc(-c2cccs2)oc1NCCCN1CCOCC1
-6,CC1CC(C)CN(C(=O)CSc2nc3ccccc3c(=O)n2Cc2ccc(C(=O)NC3CCCC3)cc2)C1 (stereo not drawn)
-4,c1ccc(OCCCn2nnc(-c3ccncc3)n2)cc1
-8,CCc1nnc(NC(=O)c2cc(OC)c(OC)c(OC)c2)s1
1,CC1(C)CC(=O)C2=C(C1)OC(N)=C(C#N)C2c1ccccc1 (stereo not drawn)
-2,Cc1ccccc1OCC(=O)Nc1ncc(S(=O)(=O)c2ccc([N+](=O)[O-])cc2)s1
-6,CCc1nc(SCC(=O)O)n[nH]1
0,CC(=O)Nc1ccc(S(=O)(=O)Nc2ccc(S(=O)(=O)Nc3ncccn3)cc2)cc1
3,O=C(CSc1nnc(-c2cccnc2)o1)NCc1ccccc1
-7,Cc1cc(Nc2ccc(F)cc2)n2nc(C)nc2n1
-10,O=c1c2sc3ccccc3c2[nH]c(=S)n1CCc1c[nH]c2ccccc12
5,CCOC(=O)C1CCN(C(=O)CSc2cc(=O)n(C)c3cc(Cl)ccc23)CC1
2,CCn1cc(C(=O)N2CCN(Cc3ccc4c(c3)OCO4)CC2)c(=O)c2ccc(C)nc21
5,CC1CCCCN1C(=O)Cn1c(=O)n(CC(=O)NCc2ccco2)c(=O)c2sccc21 (stereo not drawn)
-7,CCCCCOC(=O)c1c(C)oc2ccc(NS(=O)(=O)c3ccc(Cl)c(C)c3)cc12
-3,Cc1cc(OCC(=O)Nc2nccs2)ccc1Br
1,CCCCN=C1NS(=O)(=O)c2ccccc21
1,CC(=O)Nc1cccc(N=Cc2cc([N+](=O)[O-])ccc2O)c1
-26,COc1ccccc1N1CCN(c2ncnc3sc(C(=O)NCCC4=CCCCC4)c(C)c23)CC1
-1,O=C(CSc1nnnn1-c1cccc2ccccc12)N1CCOCC1
-6,CC(C)(C)NC(=O)c1ccc2c(c1)C(=O)N(C1CCCCC1)C2=O
-6,Cn1c(=O)c2c(SCC(=O)NC3CCCC3)nc(-c3cccs3)nc2n(C)c1=O
-7,CCc1nnc(NC(=O)c2ccc(S(=O)(=O)N3CCOCC3)cc2)s1
-8,CCCOC(=O)c1cccc(NC(=O)c2c(-c3ccccc3Cl)noc2C)c1
-6,CCN(Cc1ccccc1)S(=O)(=O)c1ccc(F)c(C(=O)Nc2cc(C)ccc2C)c1
5,Cc1cc(OCC(=O)NCCCN2CCOCC2)ccc1Br
1,CCOc1ccc(N(CCC#N)S(=O)(=O)c2ccc(Br)cc2)cc1
-15,O=C(O)c1ccc2c(c1)C1C3CCC(C3)C1C(c1cccc(C(F)(F)F)c1)N2 (stereo not drawn)
-3,CCC1CCCCN1C(=O)CSc1nnc(-c2ccco2)o1 (stereo not drawn)
-8,CN(C)c1ccc(NC(=O)Nc2cccc(Cl)c2)cc1
0,Cc1ccc(C(=O)Nc2ccc(C(=O)O)cc2)o1
1,CCC1C2c3ccccc3C(c3ccccc32)C1C(=O)Nc1ccc(C)cc1 (stereo not drawn)
-7,CN1C(C)(C)CC(NC(=O)c2ccn[nH]2)CC1(C)C
1,O=C(NCc1ccco1)c1cc2n(n1)C(C(F)(F)F)CC(c1ccc(Cl)c(Cl)c1)N2 (stereo not drawn)
-7,CCN(CC)C(=O)CSc1nc2ccccc2c(=O)n1-c1cccc(OC)c1
-3,O=C(O)c1ccc(N2C(=O)CC(N3CCN(c4cccc(C(F)(F)F)c4)CC3)C2=O)cc1 (stereo not drawn)
-4,COc1cc(NC(=O)c2oc(=O)c3ccccc3c2-c2ccc(C)cc2)cc(OC)c1OC
-2,CCCN(CCC)S(=O)(=O)c1ccc2nc(-c3ccccc3)[nH]c2c1
-4&8,CCOC(=O)C(C)(C)Sc1nc2c(cnn2-c2ccc(C)cc2)c(=O)[nH]1
-1,Cc1nccn1CCC(=O)O
1,Cc1[nH]c(C)c2c(=O)n(-c3ccccc3)ncc12
2,COCCOC(=O)C1=C(C)NC2=C(C(=O)C(C(=O)OC)C(C)C2)C1c1ccccc1F (stereo not drawn)
-4,Cc1cc(NC(=O)CSc2nc(-c3ccccc3)c(C#N)c(=O)[nH]2)no1
-8,O=C1CS/C(=C/C(=O)c2ccccc2)N1
-7,CCS(=O)(=O)N1CCC(C(=O)NCCCN2CCOCC2)CC1
-9,COCCn1c(SCC(=O)c2[nH]c(C)c(C(C)=O)c2C)nc2ccccc21
-35,COc1ccc(-n2c(=O)c3c4c(sc3n(Cc3cccc([N+](=O)[O-])c3)c2=O)CCC4)c(OC)c1
3,Cc1cc(C)nc(N2CCCC(C(=O)Nc3ccc4c(c3)OCO4)C2)n1 (stereo not drawn)
1,O=C(Cn1nc(-c2ccccc2)c2ccccc2c1=O)Nc1ccccn1

Continued.
14-3-3g Raf,structure
-13,Cc1cc(C(=O)OCC(=O)N2CCN(C(=O)c3ccco3)CC2)c(C)n1-c1ccc(F)cc1
-11,CCNCCNC(=O)c1c(O)c2cccc3c2n(c1=O)CCC3
-2,CC1CCCC(NC(=O)C2CCCN(S(C)(=O)=O)C2)C1C (stereo not drawn)
0,CC1CCc2c(sc(NC(=O)CCCOc3ccc(C(C)(C)C)cc3)c2C(N)=O)C1 (stereo not drawn)
-4,CC(C)CCn1c(N2CCC(C(N)=O)CC2)nc2c1c(=O)[nH]c(=O)n2C
4,COc1ccc(OCC(=O)Nc2ccccc2OC(F)F)cc1
-4&-8,CCCOC(=O)c1ccc(-n2nnnc2SCC(=O)N2CCCCC2)cc1
-2&-12,CC1(C)CC(=O)C=C(NCc2cccs2)C1
-2,CCCN(C(=O)c1cc2c(=O)oc3ccccc3c2s1)c1ccc(CC)cc1
-7,CCOc1ccc2c(C)c(CC)c(=O)oc2c1I
-13,CC1=C(C(=O)OC2CCCC2)C(c2coc3ccc(C)cc3c2=O)C2=C(CCCC2=O)N1 (stereo not drawn)
-17,O=C(O)CCc1ccc(-c2ccc(F)cc2)n1Cc1ccco1
-11,COc1ccc(NC(=O)c2ccc(CN3CCc4ccccc4C3)cc2)c(OC)c1
-4,CCOC(=O)N1CCC(NC(=O)C2CCN(c3ccc(N4CCOCC4)nn3)CC2)CC1
-3,CCOc1ccc(NC(=O)c2sc3nc4c(cc3c2N)CCCCC4)cc1
-24,CCOc1ccccc1N(C)C(=O)C1c2ccccc2C(=O)N(C)C1c1ccc(OC)cc1 (stereo not drawn)
-3,CCC(=O)N1CCc2cc(Br)cc(S(=O)(=O)CCC(=O)Nc3ccc(C)cc3Br)c21
0,CCCN1CCN(c2ncnc3scc(-c4ccccc4)c23)CC1
-6,COCCCNC(=O)C1c2ccccc2C(=O)N(C)C1c1cccs1 (stereo not drawn)
3,COc1cccc(C2=NC(c3cccc(F)c3)NC(c3cc(Br)ccc3O)C2)c1 (stereo not drawn)
1&-3,CCC(NC(=O)c1ccccc1NC(=O)c1ccccc1)C(=O)O (stereo not drawn)
2,CC(C)(C)c1cc(NS(=O)(=O)c2ccc3c(c2)OCCO3)on1
-1,O=C(CSc1nnc2sc3ccccc3n12)NC1CCCCC1
7,COc1ccccc1NC(=O)Cn1c(=O)oc2ccccc21
2,COC(=O)C1=CN(CC2CCCO2)C=C(C(=O)OC)C1c1ccc2c(c1)OCO2 (stereo not drawn)
-4,CCOc1ccc(-n2c(SCC(=O)N3CCCCCC3)nc3c(c2=O)SCC3)cc1
-10,O=C(O)c1cccc(S(=O)(=O)N2CCc3ccccc3C2)c1
-6,CN(Cc1ccccc1)c1nc2c(c(=O)n(C)c(=O)n2C)n1Cc1ccc(F)cc1
-7&5,CC1(C)Cc2c(C#N)c(SCc3ccccc3)nc(N3CCOCC3)c2CO1
-5,CC(=O)c1cccc(NC(=O)N2C3CCC2CC(O)(c2cccnc2)C3)c1 (stereo not drawn)
-120,COC(=O)c1ccc(C2Nc3ccccc3C3C=CCC32)cc1 (stereo not drawn)
-5,CCOC(=O)c1cnc2c(OC)cccc2c1N1CCN(c2ccccc2OC)CC1
-9,COc1cc(C)c(C2Nc3ccccc3C(=O)N2c2ccccc2)cc1C(C)C (stereo not drawn)
-6,NC(=O)c1c(NC(=O)C2C3C=CC(C3)C2C(=O)O)sc2c1CCCCC2 (stereo not drawn)
-92,Cc1cc(C(=O)Nc2ccc(N3CCOCC3)c3nonc23)ccc1[N+](=O)[O-]
-7&-14,CCn1c(=O)c(C(=O)NCCCO)c(O)c2ccccc21
-12&-10,O=C(Cc1ccccc1)Nc1nnc(-c2ccco2)s1
-10,Cc1ccc(-c2nn(CC(=O)Nc3cccc(C(F)(F)F)c3)c(=O)c3ccccc23)cc1
-6,CC1=C(C(=O)Nc2ccccc2F)C(c2cccc(Cl)c2)C2=C(CCCC2=O)N1 (stereo not drawn)
0,NC(=O)c1ccc[n+](CCCC[n+]2cccc(C(N)=O)c2)c1
2,CCOC(=O)c1oc2cc(O)ccc2c(=O)c1-c1csc(C)n1
-43,O=C(C1CC1)N1CCc2cc(Br)cc(S(=O)(=O)NC(c3ccccc3)c3ccccc3)c21
5,CCOc1ccc2nc(C(=O)N3CCN(C)CC3)sc2c1
2,COc1ccccc1N1CCN(C2CCN(Cc3ccc4c(c3)OCO4)CC2)CC1
-17,Cc1ccc(-c2csc3[nH]c(=S)n(-c4ccccc4)c(=O)c23)o1
-4,O=C(O)C1CCCN(S(=O)(=O)c2ccc(F)cc2)C1 (stereo not drawn)
-8,CN1CCCC1=Nc1cc(N(C)C)nc2ccccc12
3,CCS(=O)(=O)c1ccc(S(=O)(=O)CC)s1
5,COc1ccc(N2C(=O)CC(NCc3ccncc3)C2=O)cc1 (stereo not drawn)
-8,CCC(=O)OCCNc1cc(SC2CCCCC2)c2nonc2c1[N+](=O)[O-]
-10,COc1cccc(-c2nn3c(-c4ccco4)nnc3s2)c1
-7,O=C(CN(c1ccc(Cl)c(C(F)(F)F)c1)S(=O)(=O)c1ccccc1)N1CCN(c2ccccc2)CC1
-1,CCCCNC(=O)C(C)Sc1nc2nc(C)cc(C)n2n1 (stereo not drawn)
-4,Cc1cc(N2CCCCC2)nc2ccc(NC(=O)C3CCC(C)CC3)cc12 (stereo not drawn)
-1,Cc1cccc(OCc2nnc(SCC(=O)c3ccccc3)o2)c1
-4&-14,Cc1ccc(C2C(=O)N(C3CCCC3)CC(=O)N2CC2COc3ccccc3O2)cc1 (stereo not drawn)
-11,CCOC(=O)C1=NN(c2ccc(C)cc2)C2C(=O)N(c3ccccc3Cl)C(=O)C12 (stereo not drawn)
3,CC1=C(C(=O)Nc2ccccc2)C(c2ccccc2Cl)n2ncnc2N1 (stereo not drawn)
-11,CCCc1cc(Nc2c(C)n(C)n(-c3ccccc3)c2=O)n2c(nc3ccccc32)c1C#N
-4,COc1ccc(NC(=O)N(Cc2ccc(C)cc2)Cc2cccnc2)c(OC)c1
0,CCOC(=O)C1=C(C)NC(=O)NC1C=Cc1ccccc1 (stereo not drawn)
-13,O=C1CC(c2ccccc2)CC2=C1C(c1cccc(F)c1)Nc1ccccc1N2 (stereo not drawn)

Screening data: PubChem, Emory University Molecular Libraries Screening Center
